# GC-A act = GC-A stimulated cGMP production enhancers – HEK293 GC-A cells, cGMP TR-FRET, EC30 ANP, primary screen; Atrial natriuretic peptide receptor 1 (Homo sapiens), P16066; 0% at EC30 ANP, 100% saturating ANP; activation, % at 10 µM; 0.14% of 370,000 active; in the data active means activation above about 40%
# hcDAF-12 act = H. contortus DAF-12 nuclear receptor activators, primary screen, cell-based, luminescence, HEK293, lit1-tk-luc reporter. HEK293 hcDAF-12 lit1-tk-luc reporter; 0% DMSO, 100% Δ7-dafachronic acid. activation, % at 6.8 µM. 1.4% of 370,000 active. AID 652067, 2013;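 active means activation above the mean of all tested compounds plus 3 SD, cut at about 5.5% in these data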;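 further: 100% = response to 3 µM Δ7-dafachronic acid high control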
# NPR2 activator = human GC-B receptor activators, primary screen, HEK293 GC-B cells, cGMP TR-FRET, EC30 CNP | Atrial natriuretic peptide receptor 2 (Homo sapiens), P20594 | 0% at EC30 CNP, 100% saturating CNP | activation, % at 10 µM | 0.11% of 370,000 active | AID 1920062, 2024;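 active means activation at 10 µM reaching about 35% in either raw or pattern-adjusted values, limit read from the data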
# SMARCA2 activ = SMARCA2 (BRM) function activators, primary screen, cell-based, luminescence, high throughput. MG213 cells, MMTV-luciferase reporter, dexamethasone, overnight. activation, % at 9.1 µM. 1% of 370,000 active. AID 652017, 2013; in the data active means activation above about 7.8%;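 further: 0% = vehicle wells and 100% = reference activator wells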
# sPLA2-III inh = human group III sPLA2 inhibitors, primary screen, biochemical, QFRET, BODIPY PC-A2 liposome substrate | Group 3 secretory phospholipase A2 (Homo sapiens), Q9NZ20 | inhibition, % at 12.2 µM | 0.56% of 370,000 active | QFRET BODIPY PC-A2 liposome hydrolysis, fluorescence;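 active means inhibition above mean plus 3 SD of compounds lying within the high and low control bounds, cut at about 19% in these data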;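 further: 0% = median of test compound wells and 100% = no enzyme DMSO wells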
# Target sequence (Q9NZ20 whole entry, looked up): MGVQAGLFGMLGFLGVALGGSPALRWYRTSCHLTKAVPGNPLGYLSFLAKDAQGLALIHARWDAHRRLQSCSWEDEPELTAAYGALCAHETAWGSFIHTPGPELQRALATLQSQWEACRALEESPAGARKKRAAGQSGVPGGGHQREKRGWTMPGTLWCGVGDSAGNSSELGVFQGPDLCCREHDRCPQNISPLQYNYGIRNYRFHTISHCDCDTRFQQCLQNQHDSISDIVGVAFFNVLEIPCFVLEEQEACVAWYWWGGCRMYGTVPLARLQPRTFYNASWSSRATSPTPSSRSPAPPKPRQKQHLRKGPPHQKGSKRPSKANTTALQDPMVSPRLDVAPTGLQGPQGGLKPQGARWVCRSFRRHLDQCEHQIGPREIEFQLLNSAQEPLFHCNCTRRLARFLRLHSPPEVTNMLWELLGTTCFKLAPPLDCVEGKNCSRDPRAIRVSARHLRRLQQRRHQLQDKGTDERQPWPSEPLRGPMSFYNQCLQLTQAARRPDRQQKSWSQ
# DAX1 inh-1 = DAX1 (NR0B1) inhibitors on StAR promoter, primary screen, cell-based, luminescence, SF-1 (NR5A1), full-length DAX-1; inhibition, % at 6.8 µM; 1.1% of 370,000 active; HEK293T StAR-luciferase reporter, SF-1/DAX-1 repression relief; AID 652010, 2013;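 active means inhibition above the mean over all tested compounds plus 3 SD, cut at about 3.6% in these data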;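 further: 0% = DAX-1 cells with DMSO and 100% = cells lacking DAX-1 with DMSO; higher inhibition means more luminescence from relief of DAX-1 repression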
# hgDAF-12 ag = H. glycines DAF-12 receptor agonists, primary screen, cell-based, luminescence, HEK293, GAL4 fusion, UAS-luciferase | Nuclear hormone receptor DAF-12 (Heterodera glycines), GAL4 fusion | HEK293 GAL4-hgDAF12 UAS-luciferase reporter, agonist luminescence; normalized to butyrate control | activation, % at 6.8 µM | 1.8% of 370,000 active | AID 687014, 2013;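 active means activation above a cutoff set at the mean of all screened compounds plus 3 SD, cut at about 10% in these data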;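 further: 0% = DMSO wells and 100% = sodium butyrate wells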
# DAX1 inh-2 = DAX1 (NR0B1) inhibitors, primary screen, cell-based, HEK293, Gal4-DAX1, luciferase luminescence. Nuclear receptor subfamily 0 group B member 1 (Homo sapiens), P51843. HEK293 Gal4-DAX1 luciferase reporter. inhibition, % at 6.75 µM. 0.99% of 340,000 active. AID 504766, 2011;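 active means inhibition above the mean over all tested compounds plus 3 SD, cut at about 4.2% in these data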;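 further: 0% = DAX1-transfected cells with DMSO and 100% = empty-vector control cells with DMSO; inhibition shows as a rise in luminescence from relieved DAX1 repression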
# Target sequence (P51843 207-470 limits assumed): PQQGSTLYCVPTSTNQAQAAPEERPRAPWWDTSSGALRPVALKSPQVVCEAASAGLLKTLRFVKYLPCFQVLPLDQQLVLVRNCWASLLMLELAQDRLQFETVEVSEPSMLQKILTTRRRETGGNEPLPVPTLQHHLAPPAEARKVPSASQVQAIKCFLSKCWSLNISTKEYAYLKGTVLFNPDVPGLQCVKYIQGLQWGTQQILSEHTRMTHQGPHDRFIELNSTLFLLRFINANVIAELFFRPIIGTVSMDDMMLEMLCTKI
# ssDAF12 agonist = S. stercoralis DAF-12 nuclear receptor activators, primary screen, cell-based, luminescence, HEK293, GRIP1 co-expression, lit1-tk-luc; Nuclear hormone receptor DAF-12 (Strongyloides stercoralis); HEK293 ssDAF-12/GRIP1 lit1-tk-luc reporter; % of 3 µM dafachronic acid response; activation, % at 6.8 µM; 1% of 370,000 active; AID 652126, 2013;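 active means activation above the mean over all tested compounds plus 3 SD, cut at about 0.9% in these data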;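 further: 0% = DMSO-only wells and 100% = 3 µM delta7-dafachronic acid wells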
# proKLK7 act = proKLK7 zymogen activators, primary screen, biochemical, fluorescence intensity; Kallikrein-7 (Homo sapiens), P49862; purified proKLK7, EDANS-DABCYL substrate fluorescence; 100% is mature enzyme control, 0% vehicle; activation, % at 7 µM; 0.9% of 370,000 active;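 active means activation above the mean of all tested compounds plus 3 SD, computed per campaign excluding outliers beyond control limits, cut at about 13% in these data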
# Target sequence (P49862 whole entry, looked up): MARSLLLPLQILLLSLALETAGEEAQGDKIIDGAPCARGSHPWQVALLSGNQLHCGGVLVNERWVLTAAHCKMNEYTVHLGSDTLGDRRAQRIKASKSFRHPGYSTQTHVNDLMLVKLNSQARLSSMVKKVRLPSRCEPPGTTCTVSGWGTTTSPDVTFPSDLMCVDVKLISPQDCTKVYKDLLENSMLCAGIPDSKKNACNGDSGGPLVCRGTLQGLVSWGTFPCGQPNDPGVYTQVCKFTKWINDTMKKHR
# FXN GAA850 act = FXN promoter activators, primary screen, cell-based, luciferase luminescence, HEK293 lucGAA850; activation, % at 6 µM; 0.56% of 360,000 active; HEK293 lucGAA850 FXN promoter luciferase reporter, 24 h; percent of 10 µM SAHA response;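 active means activation above the average of all compounds screened plus 3 SD, cutoff fixed separately per campaign, cut at about 7.5% in these data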;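 further: 0% = DMSO wells and 100% = 10 µM SAHA wells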
# Starred values were filed as active, the others as inactive; nt = not tested or not shown.
molecule,FXN GAA850 act,NPR2 activator,SMARCA2 activ,DAX1 inh-1,hgDAF-12 ag,GC-A act,DAX1 inh-2,proKLK7 act,ssDAF12 agonist,hcDAF-12 act,sPLA2-III inh
CN(C)CCCN(C(=O)c1ccc(Br)s1)c1nc2cc3c(cc2s1)OCCO3,1.9,-10,1,2.1,3.6,-6,2.1,-2.0,-0.9,0.0,-24
Cc1ccc2c(c1)CCCN2C(=O)c1ccc2c(c1)OCO2,3.3,-3,-1,0.6,4.5,-3,-1.4,0.2,-1.5,-1.0,-2
COc1ccccc1OCc1ccc(C(=O)NN)o1,2.9,0,1,0.4,3.8,-2,0.0,0.2,-0.8,-0.1,-10
CC(C)(C)OC(=O)C(Cc1ccc(OC(C)(C)C)cc1)NC(=O)CNC(=O)CNC(=O)OCc1ccccc1 (stereo not given),0.6,3,-3,-0.1,-4.0,5,-1.8,0.1,-1.8,-0.1,-20
Cc1ccc(-c2[nH]nc3c2C(C)C(C#N)=C(N)O3)cc1 (stereo not given),1.4,-11,2,-0.7,-2.2,-4,0.4,-2.1,0.2,0.4,-15
C#CCSc1nnc(-c2cccc3ccccc23)o1,1.7,-2,-1,-0.1,8.8,1,-0.2,0.1,1.7*,5.3,-4
Cc1cc(C)c(OCC(=O)OCC(=O)N(C)C2CCS(=O)(=O)C2)c(C)c1 (stereo not given),1.1,-3,-1,0.2,0.5,1,-0.4,-0.5,-1.3,-0.1,0
CCOC(=O)Nc1ccc(OCc2nnc3c4ccccc4c(C)nn23)cc1,3.8,2,-1,0.0,-1.8,7,-0.1,-0.7,-1.2,-2.6,-6
COc1ccc(NC(=O)c2cc(S(=O)(=O)N3CCCC3)c[nH]2)cc1,-0.9,0,-4,-0.4,-1.6,-6,0.6,0.1,-0.3,-0.6,2
COc1ccc(Br)cc1C(=O)Nc1cccc(-c2nnc(-c3ccco3)o2)c1,1.0,-1,1,0.4,1.2,2,0.3,0.0,-0.3,0.5,-2
COC(=O)[C@]12C[C@H](CC(=O)NCc3ccc(OC)c(OC)c3)C(=O)N(CCC3=CCCCC3)C1=C[C@H](C(C)(C)C)O[C@@H]2C,nt,5,-6,-0.7,-0.5,-4,nt,-0.3,-1.0,-1.6,-13
Cc1ccc(Nc2n[nH]c(=S)s2)c(C)c1,0.8,-2,-1,-0.2,3.1,-5,1.9,-0.5,-0.8,2.4,20*
COc1ccc2c(c1)c(C(=O)N/N=C/c1cn(C)c3ccccc13)c(C)n2C,-0.5,-5,-4,0.0,-1.0,-3,2.2,-3.8,0.6,1.1,3
COc1ccc2[nH]c3c(c2c1)CCN[C@]31C(=O)N(Cc2cn(Cc3ccccc3)nn2)c2ccc(F)cc21,nt,4,-3,0.1,0.5,0,nt,1.2,-1.0,-0.7,-5
COc1cc2c(cc1OC)CN(C(=O)c1ccc(OC)c(S(=O)(=O)N3CCOCC3)c1)CC2,-0.1,4,4,0.4,2.4,-2,-0.8,-0.3,-0.6,-0.2,6
O=C(COC(=O)C1=NNC(=O)CC1)NCCc1ccccc1,0.4,0,-3,0.4,2.6,-3,0.1,-0.5,-0.3,1.6,-1
CC(NC(=O)c1cc(COc2ccc(-n3cncn3)cc2)on1)c1ccc(F)cc1 (stereo not given),0.7,0,3,-0.8,3.8,-3,2.5,-0.6,-1.0,1.1,-7
COc1ccc(NS(=O)(=O)c2cccc3cccnc23)cc1,2.4,-13,2,-0.7,-3.2,-15,-0.1,0.2,-1.1,-1.1,-2
Cc1cccc(CCNC(=O)c2cc3ccccn3n2)c1,nt,-5,0,1.4,5.8,3,nt,0.9,-0.9,-2.2,-3
CC(C)NC(=O)N1Cc2cc(C(=O)NC3CCCC3)nc(-c3cccc(-c4cccnc4)c3)c2[C@H]1CCO,nt,14,3,-3.0,-1.4,8,nt,0.4,-0.9,-1.9,-5
CCOC(=O)C1(CCc2ccccc2)CCN(Cc2ccc(O)cc2)CC1,-0.1,-14,6,0.5,-1.7,-13,-0.8,0.2,-0.9,-1.8,-22
Cc1cccc2cc(C#N)c(SCC(=O)N3CC(=O)Nc4ccccc43)nc12,0.9,-6,0,1.8,-3.8,-12,-1.6,0.0,0.0,0.7,-6
CN1C(=O)NC(c2ccccc2)(C(F)(F)F)S/C1=C(/C#N)c1nnc(N2CCOCC2)n1-c1ccccc1 (stereo not given),1.4,0,-1,0.5,-1.7,0,-0.9,-0.8,-0.6,0.1,8
COC(=O)c1ccc(CNC(=O)COC(=O)/C=C/c2ccc(OC)c(OC)c2)cc1,-1.0,-8,-4,-0.5,-1.2,-4,-0.4,-1.3,-1.6,-1.4,7
c1ccc(CCc2nc(-c3ccncc3)no2)cc1,-0.1,1,-3,0.4,3.7,-1,0.8,1.0,-1.2,-0.8,5

# ssDAF12 agonist, what is marked active above.
compound	FXN GAA850 act	NPR2 activator	SMARCA2 activ	DAX1 inh-1	GC-A act	DAX1 inh-2	proKLK7 act	ssDAF12 agonist	hcDAF-12 act	sPLA2-III inh
C#CCSc1nnc(-c2cccc3ccccc23)o1	1.7	-2	-1	-0.1	1	-0.2	0.1	1.7*	5.3	-4

# Remaining list, next part.
molecule,FXN GAA850 act,NPR2 activator,SMARCA2 activ,DAX1 inh-1,hgDAF-12 ag,GC-A act,DAX1 inh-2,proKLK7 act,ssDAF12 agonist,hcDAF-12 act,sPLA2-III inh
CCn1c(=O)c2c(O)cc(=O)oc2c2ccccc21,-2.2,-4,-2,-0.4,1.5,4,0.4,-0.8,-0.5,-1.7,3
CCCC(=O)NC(=S)Nc1cccc(Cl)c1N1CCCC1,0.9,-6,-2,0.5,-1.5,-9,-0.5,-0.4,-0.6,-1.5,1
CCc1nc2cc(NC(=O)C3(C)CCCN(C(C)C)C3)ccc2o1 (stereo not given),0.9,5,-1,-0.2,0.5,0,nt,0.6,-1.0,-1.1,2
CC12CC(NC(=O)N1c1ccc(C(=O)N3CCN(c4ccc(F)cc4)CC3)cc1)c1ccccc1O2 (stereo not given),-1.6,-4,0,-0.9,-0.2,-5,-1.2,0.6,-1.1,-2.0,-20
CC(NC(=O)Nc1nnc(C(F)(F)F)s1)N1C(=O)C2C3C=CC(C3)C2C1=O (stereo not given),-1.2,7,1,0.7,-0.8,-1,-0.5,-0.6,-0.7,-1.4,-4
CN1CCN(C(=O)/C=C/c2ccc3c(c2)OCO3)CC1,3.7,3,-1,0.2,0.5,-1,-0.9,2.7,-1.4,2.6,3
Cn1nnnc1Sc1ccc([N+](=O)[O-])cc1Cl,-0.1,-4,1,-1.9,0.0,-2,0.1,0.0,-2.2,-1.8,1
Cc1cc(N2CCNC[C@@H]2C)ccc1N1CCN(Cc2ccccc2)[C@@H](C)C1,nt,5,-1,-1.1,2.0,2,nt,0.5,-0.6,1.1,6
CC1(C(=O)O)CCC(C(=O)N2CCCCC2)C1(C)C (stereo not given),-0.8,1,-1,0.1,-1.3,4,-0.6,-0.6,-0.8,-0.1,-5
Clc1ccc(Nc2ncnc3c2nnn3Cc2ccccc2)cc1,-1.6,6,-2,-0.5,1.8,5,nt,0.5,-1.5,-0.8,-8
CCCCn1c(SCC(=O)OCC)nc2c(sc(=S)n2-c2ccccc2OC)c1=O,1.8,0,-2,0.1,-0.3,-5,-0.6,0.8,-0.6,-1.4,2
C[C@H]1CN=C(Nc2ccccc2)N1CCCC1CCCC1,-1.6,-5,2,0.1,2.8,0,-0.2,-0.2,-1.5,-1.0,0
COc1ccc2c(c1)C(=O)N(c1ccc(C)cc1C)C(=O)C2(C)C,0.8,-6,0,-0.4,-2.8,-1,-1.0,2.1,-1.5,-0.6,-3
COc1ccc(-c2noc(CN3CCN(c4ccccc4)CC3)n2)cc1,1.2,-1,0,-1.4,2.7,0,-0.3,0.6,-1.2,-0.8,6
COc1cc(/C=C/C(=O)OCC(=O)Nc2cccc(Oc3ccccc3)c2)ccc1O,1.2,-6,-2,-0.3,-1.7,-8,0.2,-1.1,-1.1,-0.5,-42
CC1CCCCN1C(=O)CCn1c(=S)oc2ccccc21 (stereo not given),-1.1,4,2,0.6,-2.1,-3,1.2,0.6,-1.7,-2.6,0
COCCNC(=S)NNc1cccc(C(=O)O)c1,3.0,-2,1,0.7,1.4,3,-0.8,0.5,-1.4,0.2,-4
O=C(Cc1ccccc1)Nc1cccc(C(=O)N/N=C/c2ccco2)c1,-0.5,3,5,0.0,0.5,-1,-0.3,0.1,-1.5,-0.2,-3
CCc1ccccc1-n1nnc(-c2ccccc2)n1,0.5,-1,2,-0.5,0.4,-3,0.0,-0.3,-0.8,-1.3,-3
CCc1ccc(NC(=O)CSc2nc(=O)n(CCN(C)C)c3c2CCCC3)cc1,-1.1,-6,-1,-0.6,1.3,-2,-1.3,-0.1,-0.9,-0.8,-8
CCOC(=O)Cn1c(=O)oc2cc(S(=O)(=O)N3CCCC(C)C3)ccc21 (stereo not given),0.2,6,-1,0.0,-0.2,1,0.3,0.1,-1.2,0.3,3
COc1ccccc1NC(=O)C(=O)NCC1CCCN1S(=O)(=O)c1cccs1 (stereo not given),-0.2,7,-2,0.1,0.8,0,-1.0,0.1,-0.7,-1.5,10

# As entered above:
# `Cc1cccc(CCNC(=O)c2cc3ccccn3n2)c1` | DAX1 inh-1 = 1.4
# `CCOC(=O)Nc1ccc(OCc2nnc3c4ccccc4c(C)nn23)cc1` | hgDAF-12 ag = -1.8
# `COc1ccc2c(c1)c(C(=O)N/N=C/c1cn(C)c3ccccc13)c(C)n2C` | ssDAF12 agonist = 0.6
# `Cc1cccc2cc(C#N)c(SCC(=O)N3CC(=O)Nc4ccccc43)nc12` | NPR2 activator = -6

# Assay outcomes (PubChem)
